EPAC1 ag: EPAC1 (human) agonism; EPAC1 agonist qHTS, biochemical assay; response scale: 100% = response to 6.5 mM cAMP; O95398; AID 720707; Potency, µM (doses to about 154 µM), for inactives: at the highest dose activation, usual class: activators; hit rate 0.073% among 360,000; note: potency is the fitted concentration of half-maximal effect; nearly all actives have a fitted effect of over 60% in size
Target sequence (O95398 whole entry, looked up): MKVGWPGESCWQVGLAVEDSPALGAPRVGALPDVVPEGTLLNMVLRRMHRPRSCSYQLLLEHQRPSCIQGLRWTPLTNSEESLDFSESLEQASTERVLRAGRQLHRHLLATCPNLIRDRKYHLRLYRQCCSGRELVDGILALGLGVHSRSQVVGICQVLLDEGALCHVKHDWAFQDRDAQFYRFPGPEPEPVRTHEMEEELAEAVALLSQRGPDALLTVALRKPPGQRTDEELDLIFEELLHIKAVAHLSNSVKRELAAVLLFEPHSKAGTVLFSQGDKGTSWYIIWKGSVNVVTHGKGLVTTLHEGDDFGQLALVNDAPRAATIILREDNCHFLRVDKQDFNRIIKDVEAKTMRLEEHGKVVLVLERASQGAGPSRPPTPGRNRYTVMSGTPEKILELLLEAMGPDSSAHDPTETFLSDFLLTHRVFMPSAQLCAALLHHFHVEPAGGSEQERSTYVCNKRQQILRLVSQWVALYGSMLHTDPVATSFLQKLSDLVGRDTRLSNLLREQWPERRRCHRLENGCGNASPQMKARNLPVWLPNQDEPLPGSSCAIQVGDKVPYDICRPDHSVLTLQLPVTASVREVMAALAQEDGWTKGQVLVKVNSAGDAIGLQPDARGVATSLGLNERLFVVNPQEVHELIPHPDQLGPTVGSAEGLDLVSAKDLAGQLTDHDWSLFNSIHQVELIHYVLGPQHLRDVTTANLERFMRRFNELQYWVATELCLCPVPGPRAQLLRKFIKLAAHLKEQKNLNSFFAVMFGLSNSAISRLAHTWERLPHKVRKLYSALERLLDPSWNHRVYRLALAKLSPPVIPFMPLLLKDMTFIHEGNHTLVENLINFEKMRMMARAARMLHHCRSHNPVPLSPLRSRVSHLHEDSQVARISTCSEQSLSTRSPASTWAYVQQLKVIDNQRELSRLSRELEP
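Nucleotide exchange by EPAC1 (100 nM) on Rap1B–BODIPY-GDP (250 nM) in the presence of 50 uM GDP is tracked fluorescently at 480/540 nm over 30 min. Signals are normalized to a 6.5 mM cAMP control.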
IL2 activator: activators of IL-2. IL-2 activation reporter assay, cell-based qHTS; stimulated with anti-CD3/CD4/CD28 beads; in transgenic mouse T cells. activation, % (series mostly up to about 46 µM). hit rate 0.065% among 360,000; in the data active = activation above about 50%; inconclusive = mostly about 30% to 49%; note: 0% is about no effect
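Using fluorescent plate cytometry, EGFP and DsRed are detected in transgenic mouse T cells stimulated 18 h at 37 degrees C with antibody-coated beads after 60 min compound pretreatment.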
PLK1 PBD inh: blocks phosphopeptide binding to human PLK1 polo-box domain; AID 720504; P53350; Potency, µM, inactives show max response, negative = inhibition, actives largely listed as inhibitors; Plk1 PBD binding of FITC phosphopeptide, fluorescence polarization; hit rate 2.8% among 360,000; note: potency is the fitted concentration of half-maximal effect; series mostly up to about 57 µM; % is set by controls: 0 for no effect and ±100 for the full control effect; nearly all actives have a fitted effect of over 65% in size
PI5P4K alpha inh: blocks human PI5P4K alpha kinase activity. P48426. PI5P4Kalpha enzyme, ADP-Glo luminescence, 60 min; hits give low values. max response, %. hit rate 1.2% among 330,000; active = max response of -50% or lower; inconclusive = between -30% and -50%; inactive = -30% or higher; note: value at the top dose of about 77 µM; % is set by controls: 0 for no effect and ±100 for the full control effect
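Compounds were pin-transferred onto PI5P4Kalpha and substrate in HEPES pH 7.4 buffer with EGTA, CHAPS and 5% DMSO. ATP (5 microM final) started the reaction, which ran 60 minutes at room temperature before ADP-Glo detection.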
Abeta rescue: restores growth of yeast expressing A-beta42 peptide | yeast expressing A-beta42, growth rescue, OD600, 48 h; response scale: 0% DMSO, 100% iron-clioquinol control | Potency, µM (top dose mostly 46.1 µM), without a hit: at the top dose growth rescue, hits mostly activators | hit rate 0.063% among 410,000; note: potency is the fitted concentration of half-maximal effect; nearly all actives have a fitted effect of over 55% in size
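Growth rescue measured by 600 nm absorbance after 48 h yeast culture at 30 C with compound. Values normalized between DMSO and an equimolar ferric chloride plus clioquinol control.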
WRN helicase inh: blocks human WRN helicase | Potency, µM (highest dose often 114 µM), for the others: top-dose activity change, negative = inhibition, actives largely listed as inhibitors | WRN helicase unwinding, fluorescent forked duplex, kinetic | hit rate 0.46% among 360,000 | AID 651768 | Q14191; note: potency is the fitted concentration of half-maximal effect; % is set by controls: 0 for no effect and ±100 for the full control effect; nearly all actives have a fitted effect of over 55% in size
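Enzyme (20 nM final) and test compound sit together 15 min at room temperature before substrate addition. Substrate is a single-forked duplex oligonucleotide (100 nM) labelled with fluorophore and quencher, with 2 mM ATP; helicase unwinding raises red fluorescence, read kinetically.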
EPAC1 antag: antagonists of human EPAC1; EPAC1 GEF assay, Rap1b-BODIPY-GDP exchange fluorescence; Potency, µM (doses to about 115 µM), inactives show at the top dose activity change, negative = inhibition, actives largely listed as inhibitors; hit rate 0.14% among 360,000; AID 720709;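 note: potency is the fitted concentration of half-maximal effect; plate controls were vehicle for no effect and positive control for full effect; nearly all actives have a fitted effect of over 50% in size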
FUS suppressor: suppressors of FUS proteinopathy in yeast | S. cerevisiae FUS-expressing, growth rescue, OD600, 24 h | Potency, µM (series often up to 76.6 µM), without a hit: at the highest dose growth rescue (activation), hits mostly activators | hit rate 0.24% among 390,000 | AID 1347120;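 note: potency is the fitted concentration of half-maximal effect; plate controls were DMSO vehicle for no effect and reference control for full effect; nearly all actives have a fitted effect of over 55% in size; some results filed as inactive show a strong effect at the top dose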
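Quantitative HTS measuring growth restoration of FUS-toxic yeast. Galactose-induced cells (OD 0.005) were exposed 24hr at 30C to compounds at several concentrations, then absorbance at 600 nm was recorded.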
* marks the source's active call; other numbers are inactive results; ? = inconclusive; . = not tested or not shown; [ ] = remark or other dose. Unless noted, calls come from the whole dose curve; as a rule, active = well fitted curve in the direction sought with a large enough effect; inconclusive = small, poorly fitted or top-dose-only effect, or another doubt; inactive = no such curve, though single readings can be large; an effect the other way counts as inactive or inconclusive.

Value order: EPAC1 ag	IL2 activator	PLK1 PBD inh	PI5P4K alpha inh	Abeta rescue	WRN helicase inh	EPAC1 antag	FUS suppressor
CCOc1ncccc1C(=O)OCC(=O)NCc1ccccc1
→ -5%	-0.1	-4%	4	-3%	1%	3%	5%
CCNCc1cc(OCC)c(OCC(=O)NCCc2ccccc2)cc1Cl
→ 0%	-2.0	3%	.	8%	-1%	23%	-6%
CC(=O)N(Cc1cc(=O)[nH]c2ccccc12)c1ccc(C)cc1C
→ -10%	-1.7	?	-6	-2%	-1%	-16%	11%
O=C(C(=Cc1ccccc1)c1ccccc1)c1ccccc1
→ -3%	-0.9	3%	4	-8%	-8%[57.1 µM]	-27%	-25%
CN(c1ccccc1)c1nc(N)c([N+](=O)[O-])c(Nc2cccc(F)c2)n1
→ -5%	-4.4	4%	21	-3%	-1%	2%	8%
C/C(=N\OC(=O)c1ccccc1)c1cc(-c2ccc(Cl)cc2)no1
→ 2%	1.1	-1%	1	8%	2%	9%	-7%
CC(=O)c1ccc(NC(=O)C2CCC(C)(C(=O)O)C2(C)C)cc1 (stereo not drawn)
→ -2%	-0.6	-3%	.	-6%	-2%	12%	20%
CCOC(=O)[C@]12CCC=C1N(Cc1cccc3ccccc13)C(=O)[C@H](CC(=O)NCC13CC4CC(CC(C4)C1)C3)C2
→ 8%	-0.2	0%	10	-1%	-5%	-18%	40%
NC(=O)c1nsc(C(=O)N(c2ccc(Cl)cc2)C(C(=O)NCC2CCCO2)c2cccs2)c1N (stereo not drawn)
→ -6%	0.7	-3%	-5	7%	-4%	-2%	7%
Cc1ccc(NC(=O)NCCSc2ccc(C)cc2)cc1
→ -22%	-1.6	-6%	4	-1%	-3%	1%	1%
CCOC(=O)CC1=NN(c2ccccc2)C(=O)C1=c1sc(=C2SC(C)=C(C)N2CC)c(=O)n1CC
→ -2%	5.8	6%	-2	-7%	-1%	-5%	-8%
O=C(C1CCN(S(=O)(=O)c2ccccc2[N+](=O)[O-])CC1)N1CCOCC1
→ 0%	1.3	0%	2	8%	9%	11%	-23%
Cc1cccc(N2CCN(C(=O)c3ccc4c(c3)NC(=O)C(CSCc3cccc(F)c3)N4)CC2C)c1 (stereo not drawn)
→ 2%	-0.8	?	?	-5%	4%	14%	?
c1ccc(-c2nc(CSc3nnc(-c4cccs4)o3)cs2)cc1
→ 5%	-2.0	-8%	0	-11%	-5%	-4%	-2%
O=C(c1cc(COc2ccccc2)on1)N1CCCC(OCc2cccnc2)C1 (stereo not drawn)
→ -1%	-3.2	1%	-5	6%	-18%	-5%	.
Cc1ccc([C@H]2C(C(=O)O)=C[C@@H](CC3CCCC3)N2S(=O)(=O)c2ccc(C)cc2)cc1
→ -17%	0.0	-25%	-4	-4%	-7%	-3%	45%
CC1(NC(=S)NCCCCCCNC(=S)NC2(C)CCS(=O)(=O)C2)CCS(=O)(=O)C1 (stereo not drawn)
→ 6%	-2.4	3%	-5	-9%	-1%	3%	3%
CC(=O)c1c(O)c2ccccc2n(C)c1=O
→ -5%	-0.2	5%	2	-53%[inhibitor]	-3%	4%	-3%
Cc1ccc(OCCOC(=O)Cn2nc(C)c([N+](=O)[O-])c2C)cc1
→ -4%	0.7	-5%	0	9%	5%	5%	-40%
CC(=O)C1=C(C)OC(N)=C(C#N)C1c1cccnc1 (stereo not drawn)
→ 1%	-2.4	-15%	2	5%	3%	-4%	25%
CC(=O)Nc1cccc(Oc2ncnc3scc(-c4ccc(C(C)C)cc4)c23)c1
→ 5%	-0.5	-2%	14	-10%	-13%	?	?
Cc1ccc(S(=O)(=O)N2CCOCC2)cc1C(=O)OCC(=O)NC1CCCC(C)C1C (stereo not drawn)
→ -15%	-0.2	-8%	5	5%	-1%	-2%	22%
CSc1nsc(SC)c1C(=O)Nc1ccc(C(C)(C)C)cc1
→ -5%	-0.3	-2%	7	17%	10%	-7%	21%
Cc1cccc(C(=O)N2CCN(CCNC(=O)C(=O)Nc3ccc(F)cc3)CC2)c1
→ -8%	1.3	-4%	2	-3%	-4%	-22%	13%
CCc1nn(C(CC)C(=O)NCCc2ccc(OC)cc2OC)c(=O)c2cc3occc3n12 (stereo not drawn)
→ -1%	-3.7	-14%	7	1%	-5%	?	19%
NC(=O)c1nsc(C(=O)N(Cc2cccnc2)C(C(=O)NC2CCCCC2)c2ccc(F)cc2)c1N (stereo not drawn)
→ 4%	0.7	-11%	0	5%	6%	-10%	12%
CCn1c2ccccc2c2cc(NC(=O)C(C)C)ccc21
→ -4%	-0.8	-1%	.	12%	-1%	9%	-20%
C[C@@H]1CN([C@H](C)CO)C(=O)CCCn2nncc2CO[C@@H]1CN(C)S(=O)(=O)c1ccccc1C#N
→ 3%	-2.9	-16%	-5	-2%	-5%	-27%	-6%
CCC(C)Nc1nnnc2c1sc1nc3c(cc12)COC(C)(C)C3 (stereo not drawn)
→ -2%	-1.7	-10%	1	29%	6%	7%	16%
Cc1cccc(OCc2nnc(SCC(=O)N3CCc4ccccc43)n2C)c1
→ 3%	-0.1	-6%	.	3%	-4%	-6%	30%

Compound profiles (already shown):
Cc1cccc(N2CCN(C(=O)c3ccc4c(c3)NC(=O)C(CSCc3cccc(F)c3)N4)CC2C)c1 (stereo not drawn) is listed as EPAC1 ag: 2%; IL2 activator: -0.8; PLK1 PBD inh: ?; PI5P4K alpha inh: ?; Abeta rescue: -5%; WRN helicase inh: 4%; EPAC1 antag: 14%; FUS suppressor: ?
Cc1cccc(OCc2nnc(SCC(=O)N3CCc4ccccc43)n2C)c1 is listed as EPAC1 ag: 3%; IL2 activator: -0.1; PLK1 PBD inh: -6%; PI5P4K alpha inh: .; Abeta rescue: 3%; WRN helicase inh: -4%; EPAC1 antag: -6%; FUS suppressor: 30%

(more compounds)
Value order: EPAC1 ag	IL2 activator	PLK1 PBD inh	PI5P4K alpha inh	Abeta rescue	WRN helicase inh	EPAC1 antag	FUS suppressor
CCc1nnc(NC(=O)CCNC(=O)c2ccccc2Cl)s1
→ 4%	1.8	-4%	-4	-7%	5%	6%	-2%
CN1C(=O)CSC1=Nc1cccc(C(=O)O)c1
→ -7%	-0.1	-2%	4	-13%	0%	15%	-9%
COc1ccccc1NC(=O)C1=C(C)Nc2nnnn2C1c1ccccc1OC (stereo not drawn)
→ -3%	0.2	-10%	-7	10%	-11%[57.1 µM]	12%	-19%
Cc1cccc(OCC(=O)NCC(=O)N/N=C/c2cc(Br)ccc2OCc2ccccc2)c1
→ -2%	-2.2	-6%	1	2%	-2%	-4%	-26%
CCCCC(=O)N(C)c1c(C)nc2ccc(C(=O)NCCN(C)C)cn12
→ 6%	0.3	-12%	3	-13%	-2%	-4%	-18%
Cc1ccc(-c2nc(N)sc2-c2ccc(C)cc2)cc1
→ 19%	-3.7	-6%	30	8%	-8%	-17%	29%
Cc1ccc(C(=O)N2CCN=C2SCc2ccc([N+](=O)[O-])cc2)cc1C
→ 9%	-0.3	1%	3	-5%	-4%	-7%	34%
CC(C)NC(=O)c1ccc2c(c1)nnn2C
→ 4%	5.8	-7%	1	12%	-1%	-1%	2%
O=C(c1ccc(-c2ccccc2Cl)o1)N1CCC1
→ 8%	-0.2	5%	1	-31%[inhibitor]	1%	-11%	5%
Nc1ccc(N2CCOCC2)cc1C(F)(F)F
→ -4%	-1.7	-16%	0	-2%	1%	3%	-1%
CC(=O)c1cccc(NC(=O)C(C)OC(=O)C2CCC2)c1 (stereo not drawn)
→ -8%	1.9	-2%	2	-2%	3%	-7%	40%
CC(C)OC(=O)CSc1nnc(-c2ccc(C(C)(C)C)cc2)n1N
→ -3%	-0.4	21µM*	-29	14%	0%	1%	7%
COc1ccc(CC(=O)Nc2cc(S(=O)(=O)N3CCCC3)ccc2Cl)c(OC)c1
→ 10%	-0.9	-6%	3	-2%	-3%	-5%	-4%
C=C(C)Cn1cnc2cc(C)c(C)cc21
→ 16%	-2.8	-13%	2	8%	9%	-17%	3%
C=CCNc1nc2ccccc2nc1NS(=O)(=O)c1ccc(F)cc1
→ 0%	-0.3	-2%	4	-16%	-6%	-23%	-24%
O=C1c2ccc([N+](=O)[O-])cc2S(=O)(=O)N1Cc1ccccc1
→ -8%	-0.2	-8%	3	10%	-11%	3%	1%
FC(F)Oc1ccccc1C1CC(c2ccc(Br)s2)Nc2ncnn21 (stereo not drawn)
→ -11%	0.7	4%	8	25%	-14%	-9%	18%
CCOC(=O)Cn1nc(C)c(NC(=O)CCc2ccccc2)c1C
→ 4%	-1.2	?	-2	22%	5%	-8%	-4%
Oc1c(Br)cc(Br)c2cccnc12
→ -24%	-0.2	-23%	-22	-51%[inhibitor]	2%	-4%	-8%
O=S(=O)(NCc1cccnc1)c1ccc(Cl)c(Cl)c1
→ -12%	0.3	-4%	1	4%	7%	15%	2%
C/C(=N/NC(=O)CNC(=O)c1cccnc1)c1ccc(Cl)c(Cl)c1
→ 5%	-1.0	1%	-11	-17%	3%	-3%	-20%
O=C(CSc1cn(CCNC(=O)c2ccccc2)c2ccccc12)NCc1ccco1
→ -4%	-3.6	-27%	-15	2%	-2%	13%	14%
Cc1ccc2[nH]cc(C(=O)CN3CCN(c4ccccc4F)CC3)c2c1
→ -4%	-0.2	-2%	.	16%	3%	13%	20%
COc1cc(CNc2nc3ccccc3[nH]2)cc(OC)c1OC
→ 2%	-1.1	-4%	.	16%	1%	-4%	6%
Cc1nc2ccc(NC(=O)c3nn(C(C)C)c(=O)c4ccccc34)cc2s1
→ 2%	-1.1	3%	0	9%	-1%[57.1 µM]	14%	43%
CCN(CC)c1ccc(C=Nc2cc(C)ccc2C)c(O)c1
→ 0%	0.6	-2%	0	1%	-9%	-13%	.
COc1cc(/C=C/c2[nH]c(=O)[nH]c(=O)c2[N+](=O)[O-])cc(OC)c1O
→ 13%	-0.5	-2%	-88*	-11%	-7%	-6%	12%
O=C(NCC1CCCO1)c1ccc(Cl)c(NS(=O)(=O)c2ccc(F)cc2)c1 (stereo not drawn)
→ -1%	-0.5	-1%	-7	2%	5%	0%	-36%

Compound activity as filed in PubChem.
